High-throughput results from PubChem.
Pf Dd2 growth: Plasmodium falciparum Dd2 growth inhibition. P. falciparum Dd2 growth, SYBR Green, 72 h. Potency, µM (titrated, usually from 28.9 µM), inactives show top-dose activity, negative = inhibition, hits mostly inhibitors. actives 4.3% (n = 120,000); active = well fitted inhibition curve with a large enough effect; inconclusive = small, poorly fitted or top-dose-only effect; inactive = no such curve, though single readings can be large or run the other way;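 note: plate controls were DMSO vehicle for no effect and reference drug for full effect; nearly all actives have a fitted effect of over 65% in size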
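Readout: SYBR Green fluorescence, 485 nm excitation, 535 nm emission, after ~16 h lysis at 37C. Before that, Dd2-infected red cells (2.5% hematocrit) grew 72 h with compound, 29 uM top final concentration.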
* marks the source's active call; other numbers are inactive results; i = inactive; u = inconclusive; [ ] = another dose, or the depositor's remark. Potency is the fitted concentration of half-maximal effect. Some of the compounds tested; rates above refer to the full screens.

canonical_smiles | Pf Dd2 growth
NC(=O)CNC(=O)C1=C[C@@H](NC(=O)c2cccc(F)c2)[C@@H](O)[C@H](O)C1 | 3%[44.1 µM]
Cc1cc(CN2CCCC(CCNC(=O)C3(N)CC3)C2)oc1C (stereo unspecified) | u
O=C(CSc1nc(=O)[nH]c2c1CCCC2)Nc1ccc(Cl)c(Cl)c1 | i
CC1(C)NC(=O)N(CC(=O)NC2CC(c3cc(=O)[nH]c(N)n3)C2)C1=O (stereo unspecified) | -3%
COc1ccc2cc(C(=O)N3CCC4(CC3)CC(C(=O)N3CCOCC3)N(C)C4)[nH]c2c1 (stereo unspecified) | u
C#C[C@H]1CN2CC[C@H]1C[C@@H]2CNS(=O)(=O)c1cccc(C#N)c1 | -5%[44.1 µM]
COc1ccc2ccc(OCc3nc(C(=O)N4CCCC(C)(CO)C4)co3)cc2c1 (stereo unspecified) | -6%
CCCn1cc(S(=O)(=O)c2ccc(C)cc2)c(=O)c2cc(OC)c(OC)cc21 | -12%
COCCN1C(=O)c2ccccc2C(C(=O)NC2CCCCC2)C12CCCC2 (stereo unspecified) | -1%
COc1ccc(NC(=O)c2c(-c3cnn(C)c3NCc3ccccc3)noc2C)cc1 | i
CCOc1cc(Br)c(C2C(C(=O)OC)=C(C)NC3=C2C(=O)c2ccccc23)cc1OCC (stereo unspecified) | u
CCc1nc(CN2CCOC(c3ccc4cc(OC)ccc4c3)C2)no1 (stereo unspecified) | -15%
CSc1ccccc1-c1ccc(N2CCN(C)CC2)nn1 | -3%
Cc1cc(C)cc(NC(=O)c2cc(S(=O)(=O)N3CCCCC3)c[nH]2)c1 | 28%
Cc1nc(N2CCCC2)c2c(C(=O)Nc3cccc(Cl)c3C)c(C)oc2n1 | -16%
CO[C@H]1[C@H](NC(=O)c2ccc3c(c2)OCO3)c2ccccc2C12CCNCC2 | -13%
COc1ccc(-c2nc(C)nc3c2CCN([S+](=O)([O-])c2cccs2)CC3)cc1 | i
CS(=O)(=O)N1CCC(OC2CCN(C(=O)Nc3ccccc3)CC2)CC1 | i
O=C(NC1CCCC1)N1CCC(Nc2cccnc2)C1 (stereo unspecified) | 27%[5.79 µM]
CCOC(=O)c1c(C)[nH]c(C)c1S(=O)(=O)N1CCC(C(=O)N2CCN(c3cc(C)ccc3C)CC2)CC1 | 68%[activator]
COc1cc(Cl)c(C)cc1NC(=O)Cn1c(C)cc2nc3n(c(=O)c21)CCCCC3 | u
CCCn1cnc2cc(NC(=O)c3cc(OC)c(OC)c(OC)c3)ccc21 | 0%
COCCCNc1ncnc2sc3c(c12)CCN(Cc1cccnc1)C3 | 5µM*
COc1cccc(CNc2ncnc3c2CN(c2ccc([N+](=O)[O-])cc2)C(=O)N(C)C3)c1 | -16%
COc1ccc(C(=O)N2CCC(N3C(=O)C4(CCCCC4)C3c3ccccc3)CC2)cn1 (stereo unspecified) | u
CSc1cccc(NC(=O)Cn2c(N3CCCCC3)nc(C)c(C)c2=O)c1 | i
COc1ccc2c(c1)C1(CCN(C(=O)c3cccc(F)c3)C1)C(=O)N2C (stereo unspecified) | u
COc1ccc(C(=O)NCC(c2cccnc2)N2CCc3ccccc3C2)cc1OC (stereo unspecified) | -28%
O=C1CC2(CCN(C(=O)c3ccc4c(c3)OCO4)CC2)CN1CC1CCCO1 (stereo unspecified) | 0%
Cc1ccc(C(=O)COC(=O)C(Cc2c[nH]c3ccccc23)NC(=O)c2ccc(Br)cc2)cc1 (stereo unspecified) | 83%[activator]
O=C(NC1CCN(c2cn[nH]c(=O)c2)CC1)c1ccccc1 | 20%
O=C(O)CCn1ncc2cc(OCC3CCN(C(=O)c4cc(F)ccc4Cl)CC3)ccc21 | -12%
Cn1ccnc1CN1C[C@@H]2C[C@H]1C(=O)N(Cc1ccccn1)c1ccccc1O2 | -17%[44.1 µM]
COc1ccc(C(=O)NC2CCN(c3cnn(CC4CC4)c(=O)c3)CC2)c(OC)c1 | 7.9µM*
Cc1ccc(N2CCN(C(=O)c3ccc(Cn4cccn4)o3)CC2=O)cc1 | 0%
Cc1ccc(Cn2c(=O)n(Cc3ccccc3)c(=O)c3c(C)c(C)sc32)cc1 | 48%[activator]
CCCN1C(=O)CCc2cc(NC(=O)c3ccc(C)s3)ccc21 | -11%
CC(=O)N1CCC(N2C[C@@H](F)[C@@H](OCc3nc4cc(C)c(C)cc4[nH]3)C2)CC1 | -18%[44.1 µM]
O=C(COc1ccccc1)Nc1ccc2nc(SCC(=O)N3CCOCC3)sc2c1 | i
COc1cccc(CCC(=O)N2CCN(c3cc(-c4ccccc4)[nH]n3)CC2)c1 | -12%
Cc1cc(S(=O)(=O)NCCc2csc(-c3cccc(F)c3)n2)ccc1F | -28%
Cc1cc(S(=O)(=O)C(CNC(=O)c2ccc(OC(C)C)cc2)c2cccs2)ccc1F (stereo unspecified) | 5µM*
CCCC(=O)Nc1nnc(SCc2cc(=O)c3ccc(C)cc3[nH]2)s1 | i
COc1cccc(CNC(=O)CSC2=Nc3ccccc3N=C(c3ccc(F)cc3)C2)c1 | i
CCc1ccccc1N1CC(c2nc3ccccc3n2CC(C)C)CC1=O (stereo unspecified) | i

Quoted at random: 4 records from the list, in no set order.
canonical_smiles | Pf Dd2 growth
CC(=O)N1CCC(N2C[C@@H](F)[C@@H](OCc3nc4cc(C)c(C)cc4[nH]3)C2)CC1 | -18%[44.1 µM]
Cc1cc(S(=O)(=O)NCCc2csc(-c3cccc(F)c3)n2)ccc1F | -28%
COc1cccc(CCC(=O)N2CCN(c3cc(-c4ccccc4)[nH]n3)CC2)c1 | -12%
CCCN1C(=O)CCc2cc(NC(=O)c3ccc(C)s3)ccc21 | -11%

The list goes on:
canonical_smiles | Pf Dd2 growth
Cc1ccc(C(=O)N2[C@@H]3CC[C@H]2CC(NC(=O)c2ccncc2)C3)cc1F (stereo partly specified) | u
CNC(=O)[C@@H](c1ccccc1)N1CCC[C@H]1C(=O)N(C)Cc1ccccc1 | -16%[44.1 µM]
COc1ccc(CN2C[C@@H]3C(=O)N(CCN4CCc5ccccc5C4)C(=O)[C@@H]3C2)c(OC)c1 | u
CCc1ccc(C2CC(=O)c3c([nH]c(C(=O)OCCOc4ccccc4)c3C)C2)cc1 (stereo unspecified) | 5µM*
COc1ccc(-c2csc3nc(-c4ccc(F)cc4)oc(=O)c23)cc1 | 35%[activator]
CCOC(=O)c1cc(-c2ccccc2)n(-c2cccc(C(=O)NC(C)(C)C)c2)c1C | i
O=C(Cc1cccc(Cl)c1)N1CCC2(CC1)COc1ccccc1[S+](=O)([O-])N2 | -10%
CC1(C(=O)N2CCC(c3ccccc3)CC2)CCc2cnc(Nc3ccncc3)nc21 (stereo unspecified) | 10µM*
Cc1ccc(CN2CCCC(c3nn(-c4ccc(Cl)cc4)c(=O)[nH]3)C2)cc1 (stereo unspecified) | u
NC(=O)[C@H](CC1CCCCC1)NC(=O)[C@@H]1CN(S(=O)(=O)c2ccccc2)CCN1C(=O)c1cccs1 | u
O=C(CN1CC2CC(C1)[C@H]1CCCC(=O)N1C2)Nc1ccc2c(c1)OCCO2 (stereo partly specified) | -6%
COc1cc2c(cc1OC)C(C[C@H]1CN(C(=O)N3CCOCC3)CC[C@H]1CC(=O)O)=NCC2 | -8%
CCc1ccc(CNC(=O)CN(c2ccc(C)cc2)S(=O)(=O)N(C)C)cc1 | 4%
CCCS(=O)(=O)N1CCCN(Cc2ccncc2)C(c2ccccc2)CC(=O)NCC1 (stereo unspecified) | 14µM*
Cc1ccc(C2Cn3nnc(-c4noc(-c5cccnc5)n4)c3CO2)cc1 (stereo unspecified) | u
COc1ncccc1-c1cc2[nH]ccc2c(C(=O)NCc2c(C)cc(C)[nH]c2=O)n1 | i
Cn1cccc1C(=O)NCC(=O)N1CCCCCCNC(=O)CC1c1ccccc1 (stereo unspecified) | 14%
CCC(C)NC(=O)Cc1csc2nc(C)c(-c3cc(C)n(-c4ccc(C)cc4)n3)c(=O)n12 (stereo unspecified) | i
COC(=O)c1sc2cccc(F)c2c1S(=O)(=O)N1CCN(c2ccc(F)cc2)CC1 | u
O=C(OCc1ccccc1)N1CCOCC12CCN(Cc1ccc3[nH]ccc3c1)CC2 | 7.1µM*
CCOc1ccccc1Nc1nnc(-c2cc3cc(OC)ccc3oc2=O)s1 | -10%
Cn1cnc(S(=O)(=O)N[C@H]2CCN(C(=O)c3ccco3)[C@H](C(=O)N[C@H](Cc3ccccc3)C(N)=O)C2)c1 | -4%
O=C(Nc1ccc(Cl)cc1)N1CCn2c(nn(-c3ccc([N+](=O)[O-])cc3)c2=O)C1 | u
O=C(c1nc(-c2cccnc2)c2ccccn12)N1CCOCC1 | 13%[44.1 µM]
Cc1ccc(-c2cc(C(=O)N3CCCC3c3nncn3C(C)C)[nH]n2)cc1C (stereo unspecified) | -24%
CN(C)[C@@H]1C[C@H](Cn2cc(-c3cccnc3)nn2)[C@@H](O)[C@H]1O | 60%[activator][44.1 µM]
COc1cccc(N2CCN(C(=O)c3cc4cc5cc(C)ccc5nc4s3)CC2)c1 | 12%
Cc1nc(N2CCC(NCCN3CCCOC3=O)CC2)c2ccsc2n1 | -19%
Cc1ccc(NC(=O)C2CCN(c3cc(C(F)(F)F)ncn3)CC2)c(C)c1 | -10%
O=C(c1ccc(Cl)cc1)N1CCn2c(nn(-c3ccc(C(F)(F)F)cc3)c2=O)C1 | 6%
COC(=O)c1ccc(CN2C(=O)[C@@H]3C[C@@H](O)CN3C3(CN(Cc4ccccc4F)C3)C2=O)cc1 | u
CC1=NOC2(CCCN(C(=O)c3ccccc3)C2)C1 (stereo unspecified) | 17%[44.1 µM]
COc1ccc(N2CCN(S(=O)(=O)CCNC(=O)Cc3ccc(Cl)cc3)CC2)cc1 | i
Cn1nccc1C(=O)N1[C@@H]2CC[C@H]1CC(NC(=O)c1ccncc1)C2 (stereo partly specified) | 19%
O=C(NCCc1c[nH]c2ccccc12)Nc1ccccc1C(F)(F)F | i
CCCNC(=O)N1C[C@@H](Oc2cccnc2)C[C@@H]1C(=O)NC | -13%
O=C1NCCCCCN(C(=O)Cc2ccccc2)[C@@H]2C[C@@H](C(=O)N3CCc4ccccc4C3)C[C@H]12 | u
O=C(CCC1CCCC1)NCCC1CCN(C(=O)Nc2ccc(F)cc2F)CC1 | -19%
CCCc1nc(C(=O)NC(CCn2cncn2)c2ccccc2)cs1 (stereo unspecified) | -17%
CCc1nnc([C@@H]2CC(F)(F)CN2C(=O)c2ccc3nc[nH]c3c2)o1 | 26%
CC(C)c1ccc(S(=O)(=O)Nc2ccc3oc4c(c3c2)C(=O)CC(C)(C)C4)cc1 | -9%
COc1ccc(-c2cc(C(=O)NCc3ccc(C)cc3)c3cc(C(C)C)ccc3n2)cc1 | 27%
Cc1ccc(NC(=O)c2ccccc2)c(NC(=O)C2CCN(CC(N)=O)CC2)c1 | -13%
COc1ccc(C2c3c(-c4c(C)cc(C)cc4O)n[nH]c3C(=O)N2Cc2ccco2)cc1 (stereo unspecified) | u
Cc1ccc(Nc2cc(C(=O)NC3CCCC3)c3ccccc3n2)c(C)c1 | -10%
Cc1cccc(C)c1NC(=O)c1ccc2nc(CCc3ccccc3)oc2c1 | u
CN1CC[C@H]2CN(C(=O)Nc3ccccc3-c3ccccc3)C[C@H]21 | -9%
CN(C)C(=O)c1cccnc1OC1CCN(S(=O)(=O)Cc2cccc(Cl)c2)C1 (stereo unspecified) | 17%
COCCNc1nc2c(S(=O)(=O)c3ccc(C(C)C)cc3)nnn2c2ccccc12 | 7%
O=C(NC1CCCCC1)O[C@@H]1CO[C@H]2[C@@H]1OC[C@@H]2Nc1nccc(-c2cccs2)n1 | u
COc1ccc(OC)c(CNC(=O)C(C)(C)C2CCOCC2)c1 | -4%
O=C(Nc1cnc(-c2ccccc2)nc1)c1ccc(F)c(F)c1 | i
COc1ccccc1OC1CN(C(=O)C(c2cccc(F)c2)N(C)C)C1 (stereo unspecified) | -19%
O=C(c1ccc(Cl)cc1)N1CCC2(CC1)C(=O)Nc1ccccc12 | 2%
CC1CCN(C(=O)C2CCN(c3nc(-c4ccccc4)nc4c3CCC4)CC2)CC1 | 1%
CSc1cccc(NC(=O)c2ccc3c(c2)N(C)C2CCCCCN2C3=O)c1 (stereo unspecified) | u
Cc1ccc(C(=O)N2CCC(N3CC4CCCN4C3=O)CC2)cc1 (stereo unspecified) | 9%[44.1 µM]
CCN1CC2(CCN(C(=O)[C@H]3Cc4ccccc4CN3)CC2)CC1=O | -7%
COCCc1noc(-c2ccccc2OC2CN(S(=O)(=O)C(C)C)C2)n1 | 8.9µM*
COc1ccc(-c2nc3ccccc3n3c(-c4ccccc4)c4c(=O)n(C)c(=O)n(C)c4c23)cc1 | 91%[activator]

Structures above that contain a nitro group on carbon (2):
canonical_smiles | Pf Dd2 growth
COc1cccc(CNc2ncnc3c2CN(c2ccc([N+](=O)[O-])cc2)C(=O)N(C)C3)c1 | -16%
O=C(Nc1ccc(Cl)cc1)N1CCn2c(nn(-c3ccc([N+](=O)[O-])cc3)c2=O)C1 | u

New compounds follow:
canonical_smiles | Pf Dd2 growth
COCc1cc(C[C@@H]2CC[C@H](O)[C@@H](CNCc3ccccc3OC)O2)no1 | u
Cc1cccc(CC(=O)N2CC3CC(C2)[C@H]2CCCC(=O)N2C3)c1 (stereo partly specified) | -1%
COc1ccc(CN2C(=O)[C@@H]3C[C@@H](O)CN3C3(CN(C4CCC4)C3)C2=O)cc1 | -19%[44.1 µM]
Cc1ccc(OCCC2CCN(C(=O)Cc3ccsc3)C2)cc1 (stereo unspecified) | u
